High-throughput results from PubChem BioAssay.
V-ATPase pHluor: yeast V-ATPase proton transport regulation by pHLuorin. 350,000 compounds, 0.37% hits. response, % at 10 µM. S. cerevisiae, pHLuorin cytosolic pH fluorescence; in the data active means response mostly above about 7.3%, no sharp cut-off; inactive means mostly below about 5.4%; further: actives read high; inactives centre near 0; some compounds called inactive have numbers as strong as hits; reference of the scale not given here
C-LANA FP: KSHV C-LANA DNA binding inhibition; MBP-C-LANA/FAM-LBS DNA binding, fluorescence polarization; inhibition, % at 9 µM; 340,000 compounds, 0.078% hits; AID 504423;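 active means highest replicate inhibition at or above 60% at 9 µM, even if other replicates fall short; inactive means all replicates below 60% inhibition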;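 further: 0% = neutral control wells and 100% = 4 µM acridine orange control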
Arrestin-AP2 inh: inhibitors of human beta-arrestin and AP2 interaction. AID 504490. FITC-arrestin peptide / GST-AP2 beads, flow cytometry; AP2 beta2 appendage carries R879A mutation. 340,000 compounds, 0.31% hits. inhibition, % at 10 µM;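 active means inhibition above a set limit, near 3 SD of compounds lacking own fluorescence, cut at about 54% in these data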;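 further: plate controls were DMSO wells for no effect and 5 µM unlabelled arrestin peptide for full effect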
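Material – GST-tagged AP2 beta2-adaptin appendage (R879A) on 4 µm glutathione beads · Probe or stimulus – fluorescein-tagged arrestin peptide at 50 nM final · Timing – 12 min plus 1 h, RT · Detection – bead flow cytometry, FITC channel · Read-out basis – inhibition as reduced fluorescein signal on beads, percent · Medium – PBS plus Tween 20 (0.05%) and BSA (0.1%)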
Cardiac RTF inh: cardiac RTF calcium desensitization; P19429+P45379; 340,000 compounds, 0.12% hits; inhibition, % at 7.15 µM; IANBD-labeled cardiac RTF, Ca2+ fluorescence;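 active means inhibition above the mean inhibition of all tested compounds plus 3 SD, cut at about 17% in these data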;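 further: assay run at fixed EC70 calcium of 1.6 mM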
Keap1-Nrf2 PPI: Keap1-Nrf2 (human) interaction inhibition; Keap1 Kelch-Nrf2 peptide fluorescence polarization, 1536-well; 340,000 compounds, 0.15% hits; inhibition, % at 9.4 µM; in the data active means inhibition above about 12%;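 further: human Keap1 Kelch domain with fluorescein labeled Nrf2 9mer peptide probe; 0% = neutral control wells and 100% = peptide positive control; higher means more block of Keap1 binding to Nrf2 peptide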
DAGLB inhibitor: diacylglycerol lipase beta (human) inhibition | 340,000 compounds, 0.059% hits | AID 504411 | Q8NCG7 | inhibition, % at 5.17 µM | HEK293T DAGLB membrane lysate, EnzChek fluorogenic substrate; in the data active means inhibition above about 34%;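 further: 0% = enzyme with vehicle and 100% = wells lacking enzyme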
Target sequence (Q8NCG7 whole entry, looked up): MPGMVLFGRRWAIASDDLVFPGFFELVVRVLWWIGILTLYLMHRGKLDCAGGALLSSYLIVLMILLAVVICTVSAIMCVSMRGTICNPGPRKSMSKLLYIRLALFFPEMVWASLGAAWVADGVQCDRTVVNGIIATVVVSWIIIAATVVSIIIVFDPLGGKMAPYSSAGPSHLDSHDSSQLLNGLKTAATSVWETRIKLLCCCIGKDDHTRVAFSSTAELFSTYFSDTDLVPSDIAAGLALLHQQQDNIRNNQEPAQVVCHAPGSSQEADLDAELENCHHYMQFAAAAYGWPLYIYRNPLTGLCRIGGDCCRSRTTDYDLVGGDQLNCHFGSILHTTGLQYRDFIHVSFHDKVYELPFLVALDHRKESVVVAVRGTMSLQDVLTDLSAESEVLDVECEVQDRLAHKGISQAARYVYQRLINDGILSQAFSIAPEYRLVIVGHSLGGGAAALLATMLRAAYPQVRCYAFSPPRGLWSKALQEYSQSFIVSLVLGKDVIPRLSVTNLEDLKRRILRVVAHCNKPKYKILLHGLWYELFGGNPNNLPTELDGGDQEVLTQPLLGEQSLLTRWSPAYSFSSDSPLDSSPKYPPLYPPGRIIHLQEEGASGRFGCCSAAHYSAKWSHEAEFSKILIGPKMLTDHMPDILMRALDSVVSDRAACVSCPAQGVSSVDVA
Pemphigus Ab inh: inhibitors of pemphigus antibody binding to human desmoglein-3 | DSG3-coupled beads, scFv-anti-DSG3-GFP binding, flow cytometry; active compounds read low | 310,000 compounds, 0.48% hits | AID 588358 | binding (percent of control), % at 10 µM;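 active means binding more than 3 SD below its plate's average and above zero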;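 further: hits lower antibody fragment binding to DSG3; some compounds called inactive have numbers as strong as hits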
NSD2 HMT inh: blocks human histone methyltransferase NSD2; NSD2 peptide methylation, AlphaScreen, 120 min; 310,000 compounds, 0.54% hits; O96028; AID 743445; inhibition, % at 12.5 µM; in the data active means inhibition above about 50%
CAL PDZ FP-1: CAL PDZ (human) peptide binding inhibition. AID 602252. Q9HD26. 300,000 compounds, 0.92% hits. inhibition, % at 24.9 µM. purified CAL PDZ, TMR-peptide fluorescence polarization, 1 h;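 active means mean inhibition of at least 30% with at least half of replicates also reaching 30%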;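 further: 0% = DMSO neutral control and 100% = excess unlabeled competitor peptide PRC23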
CAL PDZ FP-2: human CAL PDZ-peptide interaction inhibition | purified CAL PDZ, TMR-peptide fluorescence polarization, 1 h | inhibition, % at 20 µM | 330,000 compounds, 0.02% hits | AID 504414;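 active means highest replicate inhibition of at least 40%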;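 further: plate controls were DMSO neutral control wells for no effect and unlabeled competitor peptide control wells for full effect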
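Material: tagged CAL PDZ domain; buffer or medium: 25 mM sodium phosphate pH 7.4, 150 mM NaCl, TCEP, IgG, Thesit; compound dosing: single point, 20 µM; schedule: 1 h incubation at room temperature before polarization reading; measured by: FP readout, S and P plane fluorescence; read-out basis: percent inhibition from loss of millipolarization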
* marks the source's active call; other numbers are inactive results; . = no result given. A portion of the library; the hit share may differ from the screen's.

| structure | Arrestin-AP2 inh | Cardiac RTF inh | V-ATPase pHluor | CAL PDZ FP-1 | DAGLB inhibitor | C-LANA FP | Pemphigus Ab inh | CAL PDZ FP-2 | NSD2 HMT inh | Keap1-Nrf2 PPI |
| --- | --- | --- | --- | --- | --- | --- | --- | --- | --- | --- |
| Cc1cc(C)cc(NC(=O)C2CCN(c3nccs3)CC2)c1 | -9 | -4 | 2 | 2 | 0 | 1.1 | 98 | -1.0 | -5 | -9 |
| CCCc1c(C(=O)N/N=C/c2ccc3c(c2)OCO3)nnn1-c1nonc1N | . | . | -1 | . | -3 | . | 103 | . | -1 | . |
| CN(C)CCNC(=S)Nc1cccc(Cl)c1 | 6 | -8 | 10 | . | 5 | 0.0 | 109 | -1.1 | 1 | -2 |
| C[C@]12CCC(=O)C=C1CCC1C2CC[C@@]2(C)C1CCC21OCCO1 (stereo not given in full) | 5 | -4 | -5 | -5 | -5 | -0.8 | 93 | -0.7 | 18 | 0 |
| O=C1NC(=O)C2(CCCCC2)N1 | 30 | 4 | -2 | -3 | -1 | 0.3 | 90 | 0.4 | 0 | 1 |
| COc1cccc(NC(=O)CN(C)C(=O)CCNC(=O)c2ccccc2Cl)c1 | 26 | -15 | 0 | 9 | -2 | 2.0 | 102 | 0.9 | -3 | 2 |
| N#CC(C#N)=CC1=C2OC(c3ccccc3)=CC(c3ccccc3)=C2CCC1 | 9 | -5 | 0 | -6 | 5 | 0.9 | 90 | 0.5 | 14 | 0 |
| Cc1nnsc1C(=O)NC(C)C12CC3CC(CC(C3)C1)C2 (stereo not given) | 4 | 10 | -2 | 0 | 0 | 0.6 | 97 | -2.7 | . | -1 |
| NC(=O)CNc1ncc(C(F)(F)F)cc1Cl | 17 | -12 | -4 | -3 | 1 | -0.5 | 101 | -2.8 | 4 | -3 |
| O=S(=O)(NCC1CCCO1)c1cccc(S(=O)(=O)N2CCCC2)c1 (stereo not given) | 7 | -4 | -1 | . | 0 | 0.9 | 108 | 0.8 | 0 | 0 |
| O=C(O)c1ccc(N2CCCCS2(=O)=O)cc1 | -1 | -2 | 0 | -2 | 0 | 0.2 | 102 | 0.1 | 1 | -8 |
| O=C(NC1CCCCC1)N1CCCC(c2nc(-c3cccs3)no2)C1 (stereo not given) | -5 | 2 | 10 | 2 | -4 | -8.1 | 77 | -2.7 | . | 4 |
| Cc1ccccc1CN1CCNC(=O)C1CC(=O)NC1CCCCCCC1 (stereo not given) | 4 | -9 | 2 | 5 | 2 | -0.8 | 122 | -2.8 | 18 | -2 |
| Cc1ccc(/C=N/NC(=O)c2nnn(-c3nonc3N)c2CNc2ccccc2)cc1 | -11 | -3 | -1 | -3 | 0 | -1.7 | 87 | -2.8 | -2 | -1 |
| CN(C)S(=O)(=O)c1ccc(NC(=O)Cn2nc(-c3ccc4c(c3)OCCO4)ccc2=O)cc1 | 18 | 2 | -1 | . | -3 | -0.5 | 100 | -1.3 | -9 | -5 |
| O=C(c1cc(-c2cccc(Cl)c2)nc2ccccc12)N1CCN(c2ccccn2)CC1 | 2 | 1 | 2 | -2 | -1 | -0.4 | 107 | -2.0 | -2 | -2 |
| O=C(NNS(=O)(=O)c1ccccc1)c1cccc(F)c1 | -15 | -9 | -1 | -13 | 0 | -3.7 | 118 | -0.6 | -2 | -1 |
| CC(=O)NC1=NN(C(C)=O)C2(S1)C(=O)N(C(C)=O)c1ccc(C)cc12 (stereo not given) | -5 | -1 | 2 | -5 | -1 | 0.0 | 100 | 0.0 | -2 | 0 |
| O=C(Oc1ccc(-c2nnco2)cc1)c1ccc(F)c(S(=O)(=O)N2CCOCC2)c1 | -12 | -3 | -2 | -2 | -2 | -0.7 | 118 | -1.1 | -1 | -1 |
| C=CCn1c(Cc2cccs2)nnc1SCC(=O)NC1CC1 | -1 | 0 | -2 | 2 | 1 | -0.4 | 118 | 0.7 | -1 | -1 |
| Cc1ccc(NCCC(=O)c2cccs2)cc1 | -22 | 2 | -2 | -5 | -2 | 0.0 | 104 | -0.2 | 13 | 4 |
| Cc1ccc(-c2nnn(CC(=O)N(CCO)C(C(=O)NC3CCCCC3)c3ccncc3)n2)o1 (stereo not given) | 40 | . | 0 | 1 | . | 0.5 | 102 | -1.5 | -4 | -1 |
| COc1cccc(NC(=O)Nc2ccc3c(c2)nnn3C)c1 | 14 | -3 | -4 | -8 | -3 | 0.4 | . | -1.9 | 0 | 1 |
| Cc1ccc(CNC(=O)C2CC(c3ccccc3F)=NO2)cc1 (stereo not given) | -3 | -4 | 2 | -3 | -9 | -3.6 | 100 | 1.2 | . | 2 |
| Cc1cccc(C)c1NC(=O)C1CSC2(C)CCC(=O)N12 (stereo not given) | -8 | -8 | 0 | 3 | 0 | -0.8 | 93 | -1.5 | -1 | -3 |
| Cc1cccc(C)c1NC(=O)CCCSc1nnc(-c2ccco2)o1 | -4 | 3 | 0 | -2 | -1 | -2.0 | 98 | -3.4 | 0 | -3 |
| CCc1ccccc1NC(=O)CNC(=O)c1cc(C2CC2)nn1-c1ccccc1 | 7 | 4 | 0 | . | -4 | 0.5 | 97 | -0.1 | -1 | 3 |
| NS(=O)(=O)c1ccc(CCNC(=O)c2cc([N+](=O)[O-])ccc2N2CCCCC2)cc1 | 12 | -6 | 1 | 1 | 0 | -0.7 | 97 | 0.2 | 1 | -1 |
| Cc1ccc(OCC(=O)N2N=C(c3ccncc3)CC2(O)C(F)(F)F)cc1C (stereo not given) | -4 | 0 | 1 | -6 | -5 | 0.8 | . | -0.3 | 0 | -1 |
| COc1ccc(CCNC(=O)COC(=O)/C=C/c2cccc(F)c2)cc1 | -5 | -4 | -1 | -5 | -3 | 0.6 | 105 | -0.9 | -1 | -1 |

A second format for 4 compounds above.
> CC(=O)NC1=NN(C(C)=O)C2(S1)C(=O)N(C(C)=O)c1ccc(C)cc12 (stereo not given)
  Arrestin-AP2 inh: -5	Cardiac RTF inh: -1	V-ATPase pHluor: 2	CAL PDZ FP-1: -5	DAGLB inhibitor: -1	C-LANA FP: 0.0	Pemphigus Ab inh: 100	CAL PDZ FP-2: 0.0	NSD2 HMT inh: -2	Keap1-Nrf2 PPI: 0

> O=C(Oc1ccc(-c2nnco2)cc1)c1ccc(F)c(S(=O)(=O)N2CCOCC2)c1
  Arrestin-AP2 inh: -12	Cardiac RTF inh: -3	V-ATPase pHluor: -2	CAL PDZ FP-1: -2	DAGLB inhibitor: -2	C-LANA FP: -0.7	Pemphigus Ab inh: 118	CAL PDZ FP-2: -1.1	NSD2 HMT inh: -1	Keap1-Nrf2 PPI: -1

> C=CCn1c(Cc2cccs2)nnc1SCC(=O)NC1CC1
  Arrestin-AP2 inh: -1	Cardiac RTF inh: 0	V-ATPase pHluor: -2	CAL PDZ FP-1: 2	DAGLB inhibitor: 1	C-LANA FP: -0.4	Pemphigus Ab inh: 118	CAL PDZ FP-2: 0.7	NSD2 HMT inh: -1	Keap1-Nrf2 PPI: -1

> Cc1ccc(NCCC(=O)c2cccs2)cc1
  Arrestin-AP2 inh: -22	Cardiac RTF inh: 2	V-ATPase pHluor: -2	CAL PDZ FP-1: -5	DAGLB inhibitor: -2	C-LANA FP: 0.0	Pemphigus Ab inh: 104	CAL PDZ FP-2: -0.2	NSD2 HMT inh: 13	Keap1-Nrf2 PPI: 4

Carrying on.
| structure | Arrestin-AP2 inh | Cardiac RTF inh | V-ATPase pHluor | CAL PDZ FP-1 | DAGLB inhibitor | C-LANA FP | Pemphigus Ab inh | CAL PDZ FP-2 | NSD2 HMT inh | Keap1-Nrf2 PPI |
| --- | --- | --- | --- | --- | --- | --- | --- | --- | --- | --- |
| O=C(Nc1ccc(C(F)(F)F)cc1)c1cnc(N2CCN(c3ccccn3)CC2)c2ccccc12 | -16 | . | 0 | 4 | . | -0.2 | 100 | -0.5 | 0 | -2 |
| COc1ccc(NC(=O)CCS(=O)(=O)c2ccc3nc(C)sc3c2)cc1OC | -5 | 0 | 0 | -1 | -1 | -1.1 | 105 | 0.0 | . | -6 |
| Cc1ccccc1CSc1nc2ccccc2c(=O)n1C | -5 | -1 | 2 | 5 | -7 | 1.2 | 108 | -0.3 | -2 | -3 |
| C=CCC1(CC=C)CCCN1C(=O)c1cc(COc2cccc(OC)c2)on1 | 0 | -1 | 3 | . | -16 | -0.1 | . | -0.4 | -6 | -1 |
| CCOc1ccc(CN(C)C(=O)c2ccc(=O)[nH]c2)cc1 | 23 | 2 | -5 | -1 | -2 | 0.8 | 91 | -2.4 | 0 | 6 |
| O=S(=O)(c1ccc2c(c1)OCCO2)N1CCc2ccccc21 | -1 | -10 | -2 | -1 | -3 | -0.9 | 102 | -4.1 | -8 | -7 |
| CCCC(=O)Nc1ccc(C(=O)O)cc1NC(=O)CCC | -7 | 6 | 0 | 1 | -6 | 1.3 | 97 | -1.6 | 72* | 0 |
| COc1cccc(C2NC(CC(C)C)(C(=O)O)C3C(=O)N(Cc4ccccc4)C(=O)C23)c1O (stereo not given) | 11 | -6 | 1 | -3 | 1 | 0.2 | 102 | -0.7 | 0 | -9 |
| Cc1ccc(CN(c2ccc(C(=O)NCc3cccnc3)cc2)S(C)(=O)=O)cc1 | 15 | -5 | -1 | 5 | 2 | 0.3 | 100 | 0.1 | 2 | -2 |
| O=C(CC1C(=O)NCCN1Cc1ccccc1F)NC1CCCCCC1 (stereo not given) | 35 | -10 | -4 | -1 | -2 | 0.5 | . | -2.8 | 2 | -2 |
| CCN(CC)C(=O)[C@H]1CC(CC(=O)NCc2cccc(C(F)(F)F)c2)C(=O)N2CCc3c([nH]c4ccc(OC)cc34)[C@]12C (stereo not given in full) | -13 | 4 | -1 | -1 | 1 | -1.8 | 102 | -0.4 | . | -4 |
| C/C(=N/NC(=O)CSc1nc2ccccc2n1C)c1ccncc1 | 5 | -18 | 1 | -1 | -2 | -1.3 | 101 | -2.0 | -11 | -4 |
| COCCCN(C(=O)CC1OC(=O)c2ccccc21)c1c(N)n(Cc2ccccc2)c(=O)[nH]c1=O (stereo not given) | -4 | -6 | 4 | -2 | 3 | -0.5 | 96 | -2.5 | 0 | -5 |
| C=CCN1C(=O)/C(=C2\SC(N3CCOCC3)=NC2=O)c2cc(Br)ccc21 | 6 | -3 | -4 | 2 | 1 | -4.3 | 103 | 0.8 | -1 | 0 |
